Compound activity: PubChem BioAssay, National Center for Advancing Translational Sciences (NCATS)
AMA1 RON2 block: disrupts binding of P. falciparum AMA1 to RON2. Potency, µM (highest dose often 58.2 µM), inactives show at the top dose activity change, negative = inhibition, usual class: inhibitors. 0.2% of 360,000 active. AlphaScreen AMA1-biotinylated RON2 peptide binding;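 further: potency means the concentration at half of the fitted maximal effect; 0% = vehicle wells and -100% = peptide control; nearly all actives have a fitted effect of over 45% in size; some results filed as inactive show a strong effect at the top dose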
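AMA1 (3D7) with his tag at 25 nM final met compounds first, then biotinylated RON2 peptide at 25 nM; detection used donor plus acceptor beads, 10 µg/mL apiece, read by AlphaScreen after 30 min at room temperature.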
HCMV antiviral: human cytomegalovirus inhibition; AID 1259415; HFF cells, HCMV-luciferase reporter, 72 h; active compounds read low; 4.5% of 410,000 active; activity change, negative = inhibition, % at 57.5 µM; in the data active means activity change below about -60%; inconclusive means no clear call, values can overlap the other calls; inactive means above about -39%
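Compounds were evaluated in HFFs infected with an HCMV luciferase reporter virus (MOI 1 PFU/cell). Luciferase in lysates collected 72 h post infection served as the replication measure.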
LmPK inhibitor: LmPK (Leishmania mexicana) enzyme inhibition; Q27686; purified LmPK, Kinase-Glo ATP luminescence, 1 h; 0.37% of 290,000 active; Potency, µM (doses to about 57.5 µM), for inactives: top-dose activity change, negative = inhibition, usual class: inhibitors; further: potency means the concentration at half of the fitted maximal effect
Target sequence (Q27686 whole entry, looked up): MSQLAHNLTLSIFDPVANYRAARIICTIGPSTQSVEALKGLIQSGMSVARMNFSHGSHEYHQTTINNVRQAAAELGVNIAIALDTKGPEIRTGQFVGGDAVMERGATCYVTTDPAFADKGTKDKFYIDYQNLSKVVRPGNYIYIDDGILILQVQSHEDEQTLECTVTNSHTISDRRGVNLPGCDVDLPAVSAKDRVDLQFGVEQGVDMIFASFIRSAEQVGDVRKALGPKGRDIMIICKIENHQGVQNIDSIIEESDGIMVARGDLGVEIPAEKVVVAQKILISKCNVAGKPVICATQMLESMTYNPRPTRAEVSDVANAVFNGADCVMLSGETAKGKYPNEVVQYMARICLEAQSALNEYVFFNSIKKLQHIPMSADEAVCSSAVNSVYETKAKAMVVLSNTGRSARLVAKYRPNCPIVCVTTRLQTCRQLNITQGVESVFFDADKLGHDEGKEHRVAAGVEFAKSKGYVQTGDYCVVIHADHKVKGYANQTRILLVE
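In 50 mM imidazole pH 7.2 with 7 mM MgCl2, LmPK (0.1 nM) turned over PEP (0.5 mM) and ADP (0.1 mM) for 1 h at room temperature. Luciferase read-out of ATP.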
AmpC no deterg: AmpC beta-lactamase inhibition without detergent | P00811 | AmpC nitrocefin hydrolysis, absorbance 480 nm, 0.0001% Triton | Potency, µM (titrated, usually from 57.1 µM), for inactives: at the highest dose activity change, negative = inhibition, actives largely listed as inhibitors | 0.52% of 330,000 active | AID 485341;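 further: potency means the concentration at half of the fitted maximal effect; plate controls were no compound for no effect and no enzyme for full effect; nearly all actives have a fitted effect of over 20% in size; some results filed as inactive show a strong effect at the top dose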
Target sequence (P00811 whole entry, looked up): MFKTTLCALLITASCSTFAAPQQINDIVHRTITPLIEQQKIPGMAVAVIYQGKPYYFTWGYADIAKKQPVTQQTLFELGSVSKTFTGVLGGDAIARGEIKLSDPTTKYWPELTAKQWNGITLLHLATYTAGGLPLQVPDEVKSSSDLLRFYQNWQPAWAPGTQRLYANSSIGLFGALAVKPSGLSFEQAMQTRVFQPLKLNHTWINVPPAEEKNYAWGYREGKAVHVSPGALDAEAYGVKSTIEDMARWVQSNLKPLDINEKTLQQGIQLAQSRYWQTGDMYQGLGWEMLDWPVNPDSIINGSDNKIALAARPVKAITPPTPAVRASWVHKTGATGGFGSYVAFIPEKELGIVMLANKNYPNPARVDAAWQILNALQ
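AmpC (5.3 nM in the dispensed reagent) in 20 mM phosphate pH 7.0 with 0.01% (detergent screen) or 0.0001% Triton X-100 was preincubated with compounds for 15 min at room temperature. Nitrocefin was then added from an 800 uM solution, and hydrolysis was followed at 480 nm.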
Tb PYK inh: inhibitors of Trypanosoma brucei pyruvate kinase; Q57TT1; TbPYK enzyme, Kinase-Glo Plus ATP luminescence, 45 min; Potency, µM (titrated, usually from 76.8 µM), without a hit: at the top dose activity, negative = inhibition, most hits filed as inhibitors; 0.12% of 410,000 active; further: potency means the concentration at half of the fitted maximal effect; nearly all actives have a fitted effect of over 50% in size
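Luminescent Kinase-Glo Plus end-point after 45 min room-temperature reaction of T. brucei pyruvate kinase started with 130 uM ADP (final). Buffer TEA 50 mM pH 7.2 with KCl, MgCl2, BSA, Tween-20; titration-based qHTS with fitted concentration-effect curves.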
Sm TGR block: inhibitors of Schistosoma mansoni thioredoxin glutathione reductase. Q962Y6. purified TGR, DTNB reduction, TNB absorbance 405 nm. Potency, µM (titrated, usually from 114 µM), inactives show at the highest dose activity change, negative = inhibition, actives largely listed as inhibitors. 3% of 360,000 active. AID 485364; further: potency means the concentration at half of the fitted maximal effect; nearly all actives have a fitted effect of over 60% in size
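TGR 20 nM + NADPH 100 uM (dispensed conc.), cpd preinc 15 min RT; start with NADPH (500 uM addition) then DTNB (15 mM addition). Kinetic TNB absorbance, 405 nm filter. Four-parameter Hill fit across titration.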
AmpC inh detg: AmpC beta-lactamase inhibition with detergent present. P00811. AmpC hydrolysis of nitrocefin, absorbance 480 nm, 0.01% Triton. Potency, µM (series often up to 114 µM), for inactives: at the highest dose activity change, negative = inhibition, most hits filed as inhibitors. 0.041% of 370,000 active. AID 485294;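 further: potency means the concentration at half of the fitted maximal effect; 0% = no-compound wells and -100% = no-enzyme wells; nearly all actives have a fitted effect of over 25% in size; some results filed as inactive show a strong effect at the top dose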
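AmpC (5.3 nM in the dispensed reagent) in 20 mM phosphate pH 7.0 with 0.01% (detergent screen) or 0.0001% Triton X-100 was preincubated with compounds for 15 min at room temperature. Nitrocefin was then added from an 800 uM solution, and hydrolysis was followed at 480 nm.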
Numbers without * were called inactive; ? = inconclusive; · = no result given; [ ] = another dose, or the depositor's remark. Unless noted, the call rests on the fitted dose curve; in most records, active means well fitted curve in the direction sought with a large enough effect; inconclusive means small, poorly fitted or top-dose-only effect, or another doubt; inactive means no such curve, though single readings can be large; an effect the other way counts as inactive or inconclusive. Unless noted, on the % scale 0 is the no-effect control and ±100 the full control effect. Random draw from the library, and some 7.4% of all compounds hit somewhere here.

entry	SMILES	HCMV antiviral	Tb PYK inh	AmpC no deterg	AMA1 RON2 block
1	CCCCC(C(=O)NC1CCCC1)N(Cc1ccco1)C(=O)Cn1nnc(-c2ccc(F)cc2)n1 (stereo not drawn)	-18	-3%	5%	-8%
2	Nc1ncnc2nc(SCCOc3ccc(Cl)cc3)[nH]c12	-18	-2%	-22%	24%
3	O=C(N/N=C/c1cccc2cccnc12)c1ccccc1O	-103*	0%	-30%	-75%
4	CN(C)C(=O)CCc1ccc2c3c([nH]c2c1)[C@]1(C)[C@@H](C(=O)N2CCOCC2)C[C@H](CC(=O)NCCc2ccccn2)C(=O)N1CC3	30	0%	8%	110%[activator]
5	COc1ccc(NC(=O)Cc2c[nH]c3ccccc23)cc1S(=O)(=O)N1CCCCC1	29	3%	14µM*	-12%
6	COc1cccc(CNCc2ccc(OC)cc2OC)c1	-9	3%	-15%	-20%
7	CCn1c(CN2CCCCC2)nc2cc(NC(=O)c3ccc([N+](=O)[O-])cc3)ccc21	-28	-4%	·	·
8	O=C(Oc1ccc(F)cc1)N1CCOCC1	-1	1%	-9%	8%
9	Cc1cc2nc(C(C)(C)C)c(Cc3ccccc3)n2c(C)c1Br	29	4%	·	7%
10	CC(C)(C)NC1=CC(=O)OC12CCCCC2	-7	-6%	-5%	-5%
11	COc1ccc(NC(=O)Nc2nnc(CC(=O)NCc3ccccc3)s2)cc1	-39	5%	?	5%
12	CCOc1ccc(C2C(=O)N(C3CCCCCC3)CC(=O)N2CCc2ccccc2)cc1OC (stereo not drawn)	?	-4%	·	·
13	CCOc1ccc(CNC(=O)CCn2cccn2)cc1OC	8	-3%	·	·
14	COc1cccc(N2CC(C)Cn3c2nc2c3c(=O)n(CCN3CCOCC3)c(=O)n2C)c1 (stereo not drawn)	-10	8%	9%	9%
15	CCCc1nn2c(=O)cc(COC(=O)c3ccco3)nc2s1	15	2%	·	·

entry	AmpC inh detg	LmPK inhibitor	Sm TGR block
1	-5%	3%	-25%
2	-5%	-1%	-16%
3	0%	-3%	5%
4	·	·	·
5	-4%	-3%	-3%
6	-4%	-5%	?
7	21%	·	-4%
8	-1%	-3%	0%
9	·	·	·
10	?	-4%	1%
11	1%	-1%	·
12	0%	·	2%
13	-6%	·	-5%
14	-14%	1%	0%
15	1%	·	-9%

Further records follow.
entry	SMILES	HCMV antiviral	Tb PYK inh	AmpC no deterg	AMA1 RON2 block
16	O=C1C(C2=NC(c3ccccn3)C3C(=O)N(c4ccc(Cl)cc4Cl)C(=O)C23)=C(O)c2ccccc21 (stereo not drawn)	-26	-3%	-22%	94%[activator]
17	O=C(C1CCN(S(=O)(=O)c2cccc3nsnc23)CC1)N1CCc2ccccc2C1	18	1%	22%	6%
18	O=C(c1ccc(-n2nc(C(F)(F)F)c3c2CCCC3)cc1)N1CCOCC1	-15	4%	128%[activator]	0%
19	C[C@H](O)[C@@H]1CN2CCc3c([nH]c4ccccc34)[C@@H]2C[C@@H]1N(C)Cc1cc(Cl)cc(Cl)c1	-16	-1%	·	-22%
20	Cc1c(C(=O)NNC(=O)c2csc(N3CCOCC3)n2)oc2ccc(Br)cc12	13	-1%	·	121%[activator]
21	COc1ccc(-c2nc(-c3ccccc3)c(-c3cccs3)[nH]2)cc1OC	1	7%	66%[activator]	-18%
22	CCCCCn1c(=NC(C)=O)c(C#N)cc2c(=O)n3ccccc3nc21	-31	-3%	-14%	0%
23	CC(=O)N1CCCC(C)(C(=O)N(C)Cc2cccc3ccccc23)C1 (stereo not drawn)	4	-3%	·	-4%
24	CCCCCCCc1nn2c(=O)cc(O)nc2s1	13	11%	-33%	9%
25	COCCNC(=O)C(=O)Nc1cc2c3c(c1)CCC(=O)N3CCC2	25	6%	-13%	-3%
26	CC(=O)c1ccc(N2CCN(S(=O)(=O)c3ccc4c(c3)NC(=O)CC(=O)N4)CC2)cc1	23	-7%	89%[activator]	-12%
27	CSc1cccc(CNC(=O)C2CCC(=O)N(Cc3cccc(C(F)(F)F)c3)C2)c1 (stereo not drawn)	0	-5%	131%[activator]	6%
28	Cc1ccc2nc(-c3ccc(Br)cc3)cc(C(=O)NCC3CCCO3)c2c1 (stereo not drawn)	-100*	4%	·	16%
29	COc1cc(/C=N/NC(=O)C(Cc2c[nH]c3ccccc23)NC(=O)OCC(C)C)cc([N+](=O)[O-])c1OCc1ccccc1 (stereo not drawn)	-3	1%	-23%	14%
30	CCc1ccc(S(=O)(=O)NCC2(N3CCOCC3)CCCCC2)cc1	?	-4%	-4%	-3%

entry	AmpC inh detg	LmPK inhibitor	Sm TGR block
16	-6%	3%	5%
17	1%	3%	11%
18	-4%	3%	-1%
19	·	·	·
20	·	·	·
21	-6%	1%	19%
22	-12%	4%	-23%
23	·	·	·
24	-6%	0%	-11%
25	-14%	-4%	1%
26	-3%	-13%	-25%
27	-9%	5%	-8%
28	·	·	·
29	-3%	-7%	10%
30	?	·	-24%

More structures
entry	SMILES	HCMV antiviral	Tb PYK inh	AmpC no deterg	AMA1 RON2 block
31	COc1ccc(OC)c(/C=N/NC(=O)c2[nH]ncc2Br)c1	-22	1%	-22%	47%[activator]
32	CCN(CC)CCNC(=O)Cn1c(C)cc2ccccc2c1=O	19	1%	-24%	4%
33	Cc1cccnc1NC(=O)c1ccc(S(=O)(=O)N2CCCCCC2)cc1	-15	-1%	-8%	-15%
34	O=C1CC(c2ccccc2)CC2=C1C(c1ccccn1)Nc1ccccc1N2 (stereo not drawn)	-36	-10%	-26%	-8%
35	O=C(CN1CCc2ccccc2C1)NC1CCCC1	29	2%	9%	-2%
36	Cc1ccc(NC(=O)Cn2c(=O)c3ccccc3n3nncc23)cc1	6	8%	·	·
37	O=C(O)c1cccc(Nc2ncnc3c2cnn3-c2ccccc2)c1	53	5%	-20%	7%
38	Cc1ccc(-n2c(O)c(/C=N/c3ncc(Br)cc3Br)c(=O)[nH]c2=O)cc1	14	1%	-8%	-5%
39	CNc1c([N+](=O)[O-])cnn1-c1ccccc1F	26	-1%	-18%	9%
40	CCN(CC)S(=O)(=O)c1ccc(C)c(NC(=O)COC(=O)CN2C(=O)NC(C)(C)C2=O)c1	-25	3%	?	-14%
41	CC(=O)Nc1cc2c(cc1[N+](=O)[O-])-c1ccc(F)cc1C2	88	-2%	·	1%
42	NS(=O)(=O)c1ccc(-c2ccc(/C=N/NC(=O)c3ccccc3O)o2)cc1	0	-3%	-38%	104%[activator]
43	CC(=O)Nc1ccccc1OCC(=O)N(Cc1ccccc1)C(C)C	-77*	-8%	4%	-1%
44	Cc1ccc(C2(C)NC(=O)N(CC(=O)NCc3cccc(Cl)c3)C2=O)cc1 (stereo not drawn)	-36	-10%	2%	7%
45	CCn1c(C)c(C)c2cc(C(=O)NCCCN3CCCC3)ccc21	-28	-5%	93%[activator]	-4%

entry	AmpC inh detg	LmPK inhibitor	Sm TGR block
31	3%	0%	2%
32	4%	-2%	-17%
33	0%	·	1%
34	0%	4%	-4%
35	-1%	1%	·
36	2%	·	1%
37	-13%	-7%	-15%
38	-5%	1%	·
39	2%	1%	·
40	-15%	·	-2%
41	·	·	·
42	2%	5%	-16%
43	-8%	2%	1%
44	-8%	6%	5%
45	-4%	11%	-25%

Limited to LmPK inhibitor and HCMV antiviral, for some of the entries so far:
entry	SMILES	LmPK inhibitor	HCMV antiviral
45	CCn1c(C)c(C)c2cc(C(=O)NCCCN3CCCC3)ccc21	11%	-28
31	COc1ccc(OC)c(/C=N/NC(=O)c2[nH]ncc2Br)c1	0%	-22
35	O=C(CN1CCc2ccccc2C1)NC1CCCC1	1%	29
33	Cc1cccnc1NC(=O)c1ccc(S(=O)(=O)N2CCCCCC2)cc1	·	-15

Single records, as listed above:
COc1ccc(OC)c(/C=N/NC(=O)c2[nH]ncc2Br)c1 in the list: HCMV antiviral = -22; Tb PYK inh = 1%; AmpC no deterg = -22%; AMA1 RON2 block = 47%[activator]; AmpC inh detg = 3%; LmPK inhibitor = 0%; Sm TGR block = 2%
O=C(O)c1cccc(Nc2ncnc3c2cnn3-c2ccccc2)c1 in the list: HCMV antiviral = 53; Tb PYK inh = 5%; AmpC no deterg = -20%; AMA1 RON2 block = 7%; AmpC inh detg = -13%; LmPK inhibitor = -7%; Sm TGR block = -15%

(further entries)
entry	SMILES	HCMV antiviral	Tb PYK inh	AmpC no deterg	AMA1 RON2 block
46	C/C(=N/NC(=O)CN1CCN(Cc2ccccc2Cl)CC1)c1cccs1	-8	0%	83%[activator]	-5%
47	CCOC(=O)c1ccccc1NC(=O)Cn1c(=O)n(CCCC(=O)NCc2ccc3c(c2)OCO3)c(=O)c2ccccc21	-16	-13%	·	·
48	Fc1ccc2cnc(-c3cccnc3)cc2c1	39	-5%	-12%	-5%
49	COCCCNC(=O)c1cc(Sc2nnc(C)s2)nc2ccccc12	60	0%	24%	37%[activator]
50	COc1ccc(OC)c(Cc2nnc(CCC(=O)N3CCCCC3c3nccs3)o2)c1 (stereo not drawn)	-8	-2%	42%	6%
51	CCCCC1=CC2=C(c3ccco3)C(=O)C(C)(OC(=O)c3ccc(OC)cc3)C(=O)C2=CN1C1CCCCC1 (stereo not drawn)	·	2%	77%[activator]	-2%
52	COc1ccccc1CNS(=O)(=O)c1ccc(-n2cccn2)cc1	-12	-10%	-7%	0%
53	COc1cc(/C=C(\C#N)C(=O)NCC2CCCO2)cc(OC)c1OC (stereo not drawn)	-5	-6%	-16%	4%
54	C=CCn1c(SCC(=O)N2CCCCC2)nnc1-c1ccncc1	24	2%	-3%	6%
55	COc1ccc(OC)c(CN2CCN(C(=O)c3ccc(F)cc3)CC2)c1	15	15%	4%	-18%
56	S=C(NN=C(c1ccccc1)c1ccccn1)N(Cc1ccccn1)Cc1ccccn1	-97*	?	·	11µM*

entry	AmpC inh detg	LmPK inhibitor	Sm TGR block
46	-1%	1%	-7%
47	19%	·	2%
48	·	·	·
49	-4%	-1%	-29%
50	2%	-10%	?
51	-7%	-6%[11.5 µM]	?
52	3%	12%	-16%
53	4%	4%	5%
54	3%	-1%	·
55	-12%	-8%	4%
56	·	·	·
